Screening data (PubChem BioAssay)
ASK1 primary = human ASK1 kinase inhibition, primary screen. Q99683. AlphaScreen MKK6 phosphorylation by ASK1, luminescence. inhibition, % at 7.44 µM. 22,000 tested, 0.99% active. AID 1159602; in the data active means inhibition above about 35%;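 further: 0% = median of compound wells and 100% = no enzyme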
Target sequence (Q99683 whole entry, looked up): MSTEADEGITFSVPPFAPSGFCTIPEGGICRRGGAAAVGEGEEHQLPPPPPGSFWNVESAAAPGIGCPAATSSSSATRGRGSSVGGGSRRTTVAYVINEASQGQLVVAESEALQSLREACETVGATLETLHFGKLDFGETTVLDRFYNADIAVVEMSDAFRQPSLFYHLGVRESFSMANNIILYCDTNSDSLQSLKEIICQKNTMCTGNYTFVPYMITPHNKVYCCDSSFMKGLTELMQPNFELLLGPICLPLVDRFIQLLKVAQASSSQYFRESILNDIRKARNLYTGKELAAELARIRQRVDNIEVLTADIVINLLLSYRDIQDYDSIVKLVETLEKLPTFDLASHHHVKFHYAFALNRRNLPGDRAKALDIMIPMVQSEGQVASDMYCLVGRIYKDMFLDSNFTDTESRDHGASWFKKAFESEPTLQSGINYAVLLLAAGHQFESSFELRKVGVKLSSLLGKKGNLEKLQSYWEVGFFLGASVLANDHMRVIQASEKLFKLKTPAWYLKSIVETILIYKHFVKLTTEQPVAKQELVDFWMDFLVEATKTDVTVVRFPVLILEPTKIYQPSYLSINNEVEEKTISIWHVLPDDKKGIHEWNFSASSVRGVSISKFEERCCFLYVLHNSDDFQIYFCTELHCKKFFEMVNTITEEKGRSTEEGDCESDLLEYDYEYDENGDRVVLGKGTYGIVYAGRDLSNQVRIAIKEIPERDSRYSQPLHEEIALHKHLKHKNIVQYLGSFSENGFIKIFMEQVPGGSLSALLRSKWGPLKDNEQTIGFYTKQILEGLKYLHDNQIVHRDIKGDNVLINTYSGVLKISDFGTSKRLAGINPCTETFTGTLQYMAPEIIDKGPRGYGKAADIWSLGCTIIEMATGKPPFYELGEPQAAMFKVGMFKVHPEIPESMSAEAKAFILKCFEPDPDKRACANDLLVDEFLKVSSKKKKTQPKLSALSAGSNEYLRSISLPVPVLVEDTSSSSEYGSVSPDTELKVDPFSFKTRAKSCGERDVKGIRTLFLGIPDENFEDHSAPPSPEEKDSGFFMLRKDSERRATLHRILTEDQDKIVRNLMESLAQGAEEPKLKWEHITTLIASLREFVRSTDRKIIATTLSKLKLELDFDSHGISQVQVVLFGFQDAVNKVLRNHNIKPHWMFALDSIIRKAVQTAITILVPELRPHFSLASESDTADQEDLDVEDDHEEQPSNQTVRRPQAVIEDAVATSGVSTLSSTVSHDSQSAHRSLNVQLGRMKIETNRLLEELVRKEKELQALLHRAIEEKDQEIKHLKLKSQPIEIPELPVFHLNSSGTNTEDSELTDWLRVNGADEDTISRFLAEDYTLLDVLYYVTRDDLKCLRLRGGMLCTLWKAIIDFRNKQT
ULK1 primary = human ULK1 kinase inhibition, primary screen; 30,000 tested, 1.9% active; O75385; inhibition, % at 5.96 µM; AlphaScreen Atg13 phosphorylation by ULK1, luminescence; in the data active means inhibition above about 43%;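 further: 0% = median of compound wells and 100% = no enzyme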
* hit, by the source's call; / = not tested or not shown; & = joins results of further samples; ! = not active in a repeat. The order is random (roughly 2.8% active in at least one column).

ASK1 primary | ULK1 primary | Compound
2 | -2 | c1ccc(CNc2cc(NCc3ccc4c(c3)OCO4)ncn2)cc1
/ | 7 | CCCCCCCCCCCCCCCCOP(=O)(O)OCC[N+](C)(C)C
6 | 5 | COc1cc(Nc2nccc(NCCOc3ccccc3)n2)cc(OC)c1OC
7 | 9 | O=C(NC1CC1)c1ccc2nc(Oc3ccccc3)sc2c1
12 | -9 | Nc1ccnc(-c2ccccc2)n1
16 | 31 | COc1cc(Nc2ncc(C)c(NCc3cccc(C(F)(F)F)c3)n2)cc(OC)c1OC
3 | -2 | Nc1nc(NCCc2ccc(O)cc2)cc(-c2ccc(C(=O)NC3CC3)cc2)n1
/ | 1 | O=C(Cc1ccc(F)cc1)Nc1nc2c(s1)CCCC2
10 | -21 | CN1CCN(C(=O)c2ccc(-c3cc(NC4CCN(Cc5ccccc5)CC4)nc(N)n3)cc2)CC1
-10 | -8 | CCCNc1nc(-c2ccc(C(N)=O)cc2)nc2c1ncn2-c1ccccc1
-10 | -2 | O=C(NCc1cccnc1)c1cccc(Nc2cnccn2)c1
30 | 57* | CNS(=O)(=O)c1ccccc1Nc1cc(NC(=O)Cc2ccc(OC)cc2)ncc1C(F)(F)F
-10 | 5 | CCCNc1nc(-c2c(C)nn(C)c2C)ncc1C
/ | 84* | COC1=C(N)C(=O)c2nc(-c3nc(C(=O)O)c(C)c(-c4ccc(OC)c(OC)c4O)c3N)ccc2C1=O
-19 | -5 | Nc1cccc(-c2nc(NCc3nc4ccccc4[nH]3)c3ncn(CCN4CCCC4=O)c3n2)c1
/ | -3 | Cc1nc(-c2ccccc2F)cc(N2CCCCC2)n1
6 | -22 | Cc1ncn(-c2ccc(Nc3cc(-c4cnn(CCc5ccccc5)c4-c4ccc(F)cc4)ccn3)cc2)n1
9 | 4 | CNC(=O)c1ncccc1Nc1cc(Nc2ccc3c(c2)NC(=O)C3)ncc1C(F)(F)F
-6 | -39 | NS(=O)(=O)c1ccc(Nc2nccc(-c3cccc(Nc4ccccc4)c3)n2)cc1
/ | -6 | O=C(Cc1ccc(-c2ccccc2)cc1)NCc1nnnn1-c1ccc(F)c(F)c1
/ | 1 | O=C1NN(C(=O)c2ccc(Cl)cc2)C2Cc3ccccc3C12 (centres undefined)
-6&1 | 5&4 | O=C1CCCN1CCCNc1cc(NCCN2CCOCC2)ncn1
/ | -8 | Nc1cc(Cl)c(S(N)(=O)=O)cc1S(N)(=O)=O
/ | -18 | CCCc1nnc(-c2cc3ccccc3n2CC(=O)Nc2ccc(OC)c(OC)c2)o1
2 | 3 | O=C(NCCOc1ccccc1)c1cccc(NCCN2CCOCC2)n1

Single records, as listed above:
CCCNc1nc(-c2c(C)nn(C)c2C)ncc1C is listed with ASK1 primary = -10; ULK1 primary = 5
CCCNc1nc(-c2ccc(C(N)=O)cc2)nc2c1ncn2-c1ccccc1 is listed with ASK1 primary = -10; ULK1 primary = -8

Remaining list, next part:
ASK1 primary | ULK1 primary | Compound
43* | 25 | c1cc(-n2cnc3c(NC4CC4)nc(Nc4ccc(N5CCOCC5)cc4)nc32)cs1
-2 | -34 | CC(C)n1cnc2c(NCCOc3ccccc3)nc(-c3cccs3)nc21
/ | -3 | CCc1c(C)nc(-n2nc(C)cc2C)n(CC(=O)N2CCCC2)c1=O
/ | -4 | O=C(O)c1ccccc1NC1C=CC(=O)C1Nc1ccccc1C(=O)O (centres undefined)
-4 | -8 | COc1ccc(-c2ncc(C)c(NCCOc3ccccc3)n2)cn1
3 | 4 | O=C1CCCN1CCn1cnc2c(NCc3cccnc3)nc(NC3CCN(Cc4ccccc4)CC3)nc21
/ | -3 | CCCCc1ccc(/C(C)=N/Nc2cc(N3CCOCC3)nc(C)n2)cc1
-2 | -2 | COc1cccc(CN2CCCC(c3nc4ccc(-c5ccncc5)cc4n3Cc3cccc(OC)c3)C2)c1 (centres undefined)
/ | 5 | Cc1nnc(-c2cc3ccccc3n2CC(=O)Nc2cccc(C)c2C)o1
1 | -7 | CCN(CC)c1nc(NCCc2ccc(O)cc2)nc(Nc2ccncn2)n1
1 | -42 | COc1ccc(CCNc2nc(-c3ccccc3)nc3c2ncn3C(C)C)cc1
/ | -2 | O=C(NCC1CC1)c1ccc([N+](=O)[O-])cc1Cl
/ | 3 | O=C(c1ccccc1)N1CCc2nc3ccccn3c(=O)c2C1
2 | 5 | c1ccc(-c2cc(NCc3nc4ccccc4[nH]3)ncn2)cc1
0 | -9 | COc1ccc(CCNC(=O)c2cc(N3CCOCC3)nc3ccccc23)cc1
/ | 0 | COc1ccc(Cl)cc1NC(=O)Cc1csc(NC(=O)c2ccc(Cl)cc2)n1
-3 | -9 | Nc1nc(Nc2ccc(-n3ccnc3)cc2)nc2c1ncn2Cc1ccc(C(F)(F)F)cc1
5 | 14 | CC(C)n1c(NCCCN2CCCC2=O)nc2c(Nc3ccccc3)ncnc21
-8 | 2 | COc1ccc(CCNc2nc(-c3csc4ccccc34)nc3c2ncn3C2CCCCC2)cc1
-1 | 6 | CC(=O)c1cccc(-c2ccc(C(=O)NCCO)s2)c1
-3 | 7 | Cc1cc(NCCN(C(C)C)C(C)C)nc(-c2csc3ccccc23)n1
5 | -4 | Nc1cccc(-c2cc(NCCCN3CCCC3=O)ncn2)c1
-4 | 8 | CC(=O)Nc1cccc(-c2cnc3cccc([N+](=O)[O-])c3c2)c1
-31 | 75* | N#Cc1cc(-c2ccnc(Nc3ccc(-c4nn[nH]n4)cc3)n2)ccc1N1CCC(O)CC1
-16 | 6 | CN(C)c1cccc(Nc2cc(C(=O)NCc3cccnc3)ccn2)c1
-1 | -6 | c1nc2c(NC3CC3)nc(N3CCC(N4CCOCC4)CC3)nc2n1C1CCCCC1
/ | 6 | CN1CCCN(C(c2ccccc2)c2ccc(Cl)cc2)CC1 (centres undefined)
/ | -6 | CN1C(=O)Cc2cc(NC(=O)COc3ccc(F)cc3)ccc21
12 | 10 | O=C(Cc1cn(-c2ccc(Nc3ccc(-n4ccnc4)cc3)nn2)c2ccccc12)NCCOc1ccccc1
-13 | -4 | Cc1cnc(-c2ccccc2)nc1NCCN1CCOCC1
-85 | 39 | O=C1CCCN1CCn1cnc2c(NC3CCN(Cc4ccccc4)CC3)nc(Nc3ccncc3)nc21
-15 | -6 | CN1CCN(c2ccc(-c3cccc(C(=O)NC4CCN(Cc5ccccc5)CC4)c3)cc2)CC1
/ | -11 | CCCCCC(C)N (centres undefined)
/ | -10 | COc1cccc2cc(-c3csc(NC(=O)c4cccc(F)c4)n3)oc12
2 | 5 | CC(C)n1cnc2c(NCCc3ccc(O)cc3)nc(Nc3ccccn3)nc21
/ | -3 | CN(Cc1ccccc1)c1ncc(-c2ccccc2)cn1
-26 | 1 | CC(C)NC(=O)c1cccc(NS(=O)(=O)c2ccc(-c3ccncc3)cc2F)c1
-6 | 8 | O=C(NCc1ccccc1)c1csc(N2CCC(N3CCOCC3)CC2)n1
5 | 3 | O=C(NCCO)c1cnc(Br)s1
-20 | 0 | CCOC(=O)c1sc2ncccc2c1N
1 | 3 | O=C(NCc1cccc(C(F)(F)F)c1)c1cnc(NC2CCC(O)CC2)s1 (centres undefined)
/ | 7 | Cc1ccc(S(=O)(=O)Nc2ccc3c(c2)CC(=O)N3C)cc1C
4 | -18 | NC(=O)c1ccc(-c2nc3ncnc(Nc4ccc(Oc5ccccc5)cc4)c3[nH]2)cc1
/ | 5 | Cc1ccc(N2C(=O)C3C(C2=O)N2CCCN2C3c2ccccc2)cc1C (centres undefined)
/ | 1 | Cc1nc(NCCCn2ccnc2)cc(-c2ccccc2F)n1
/ | -9 | CC1(C)Cc2cccc(OCC(=O)Nc3ccccc3C#N)c2O1
/ | -10 | CN1CCN(c2cc(-c3cccc(C(F)(F)F)c3)nc(-c3ccncc3)n2)CC1
-4 | -3 | COc1ccc(CCNc2nc(-c3ccc(OC)nc3)ncc2C)cc1
-10 | 9 | CC(C)N(CCNC(=O)c1cccc(Nc2ccnn2C)n1)C(C)C
-24 | -2 | O=C(Nc1ccc2[nH]ncc2c1)c1cc(O[C@H]2CCNC2)ccn1

Among those listed so far, 6 have a thiophene ring, fused or not:
ASK1 primary | ULK1 primary | Compound
43* | 25 | c1cc(-n2cnc3c(NC4CC4)nc(Nc4ccc(N5CCOCC5)cc4)nc32)cs1
-2 | -34 | CC(C)n1cnc2c(NCCOc3ccccc3)nc(-c3cccs3)nc21
-8 | 2 | COc1ccc(CCNc2nc(-c3csc4ccccc34)nc3c2ncn3C2CCCCC2)cc1
-1 | 6 | CC(=O)c1cccc(-c2ccc(C(=O)NCCO)s2)c1
-3 | 7 | Cc1cc(NCCN(C(C)C)C(C)C)nc(-c2csc3ccccc23)n1
-20 | 0 | CCOC(=O)c1sc2ncccc2c1N

The list goes on:
ASK1 primary | ULK1 primary | Compound
-12 | -11 | Cc1cc(Nc2ccccc2)nc(Nc2nc3ccccc3n2C)n1
/ | 5 | CCc1ccc(NS(=O)(=O)c2ccccc2[N+](=O)[O-])cc1
-1 | -5 | CC(C)(CO)NC(=O)c1cc(Nc2ccc3[nH]ncc3c2)ccn1
/ | -10 | Cc1cc(S(=O)(=O)NCCc2csc(-c3cccc(F)c3)n2)ccc1F
/ | 0 | CC(C)C(NC(=O)OCc1ccccc1)C(=O)O (centres undefined)
1 | 0 | O=C([C@H](O)c1ccccc1)N1CCC(Nc2ccc3[nH]ncc3c2)CC1
-2 | -7 | FC(F)(F)c1ccc(Cn2cnc3c(NCc4cccnc4)nc(N4CCC(N5CCOCC5)CC4)nc32)cc1
/ | -23 | COc1ccc(OCC(=O)Nn2cnnc2)cc1
/ | -6 | Cc1ccc(NC(=O)COc2cccc3ccc(N4CCOCC4)nc23)cc1Cl
-6 | -13 | COc1ccc(-c2nc(Nc3ccc(Oc4ccccc4)cc3)c3ncn(CCN4CCCC4=O)c3n2)cc1
0 | -4 | COCCOc1cc(-c2cn[nH]c2)ccc1NC(=O)[C@H]1Cc2cc(OC)ccc2CN1
43*! | 19&27 | Nc1nc(Nc2ccc(N3CCOCC3)cc2)cc(NC2CCN(Cc3ccccc3)CC2)n1
-9 | -2 | Oc1ccc(CCNc2nc(N3CCC(N4CCOCC4)CC3)nc3c2ncn3-c2ccccc2)cc1
-5 | 1 | c1ccc(Nc2nc(NCCOc3ccccc3)c3ncn(-c4ccsc4)c3n2)cc1
/ | -22 | CCOC1O[C@H]([C@@H](COCc2ccccc2)OCc2ccccc2)[C@H](OCc2ccccc2)[C@H]1O (some centres undefined)
-3 | -15 | O=C([C@H](O)[C@@H](O)C(=O)N1CCCN(S(=O)(=O)c2cccc3cnccc23)CC1)N1CCOCC1
-20 | -2 | O=C(NCCc1ccc(O)cc1)c1ccnc(-c2ccc(N3CCOCC3)nc2)c1
-6 | 2 | NC1(c2nc3ccc(-c4ccncc4)cc3[nH]2)Cc2ccccc2C1
-2 | -9 | COc1cc2nc(NC3CCN(Cc4ccccc4)CC3)nc(NCCc3ccc(O)cc3)c2cc1OC
-14 | 2 | COc1ccc2c(c1)CC(C(=O)Nc1ccc(-c3cn[nH]c3)cc1Oc1cccc(NC(C)=O)c1)CO2 (centres undefined)
-2 | -3 | CN(C)CCOc1cc(NC(=O)C2COc3ccccc3C2)ccc1-c1cn[nH]c1 (centres undefined)
-14 | 2 | CCCNc1ncnc2nc(N3CCC(N4CCOCC4)CC3)[nH]c12
-18 | 3 | Cc1cnc(Nc2nccc3ccccc23)nc1NC1CCN(Cc2ccccc2)CC1
6 | -2 | CC(C)n1c(-c2ccc(N3CCOCC3)nc2)nc2c(NCCN3CCOCC3)ncnc21
21 | -10 | c1cncc(CNc2nc(N3CCN(Cc4ccc5c(c4)OCO5)CC3)nc3c2ncn3C2CCCCC2)c1
-5 | -21 | Cc1nn(C)c(C)c1-c1nc(Nc2ccccc2)c2ncn(Cc3ccc(C(F)(F)F)cc3)c2n1
/ | 4 | CCOC(=O)C1CCN(C(=O)c2ccc(OCC)cc2)CC1
/ | -11 | COc1ccc(N2CCN(S(=O)(=O)CCNC(=O)Cc3ccc(Cl)cc3)CC2)cc1
8 | -1 | c1ccc(CNc2nc(NC3CCN(Cc4ccccc4)CC3)nc3c2ncn3C2CCCCC2)cc1
0 | 5 | CN1CCN(C(=O)c2ccc(-c3cccc(C(=O)NC4CC4)n3)cc2)CC1
/ | 9 | CN(C)CCNc1cc(-c2cccnc2)nc(-c2cccnc2)n1
/ | -1 | Cc1cnc(CNc2cc(-c3ccccc3F)nc(-c3cccnc3)n2)nc1
-2 | 22 | CC(=O)Nc1ccc(NC(=O)c2cnc(Nc3ccncn3)s2)cc1
/ | 11 | Cc1c(C(=O)c2ccc(Cl)cc2)oc2cc(NC(=O)c3cccnc3)ccc12
0 | 1 | O=C(NCCOc1ccccc1)c1cnc(N2CCC(N3CCOCC3)CC2)s1
5 | -12 | CC(C)n1cnc2c(NCCc3ccc(O)cc3)nc(-c3ccc(C(=O)NC4CC4)cc3)nc21
5 | 2 | NC(=O)c1ccc(-c2ccc(C(=O)NC3CC3)s2)cc1
/ | -5 | COCCNC(=O)Cn1cc(/C=C(\C#N)C(=O)NCc2cccs2)c2ccccc21
-11 | -22 | COc1cc(NC(=O)c2cccc(-c3cccs3)c2)cc(OC)c1OC
-2 | -14 | O=C(Nc1cccnc1)c1ccc(SCC(O)c2ccc(Br)cc2)cc1 (centres undefined)
-9 | -13 | CCCNC(=O)c1cccc(-c2c(C)nn(C)c2C)n1
0 | -5 | COc1ccc(CCNc2nc(-c3ccc(C(N)=O)cc3)nc3nc[nH]c23)cc1
/ | -8 | N#C/C(=C\Nc1ccc(C(N)=O)cc1)c1nc(-c2ccc([N+](=O)[O-])cc2)cs1
1 | -25 | COc1nc(NCCc2ccc(O)cc2)nc(-c2csc3ccccc23)n1
20 | 1 | CN1CCN(c2ccc(-c3nc(NC4CCN(Cc5ccccc5)CC4)c4[nH]cnc4n3)cc2)CC1
/ | -6 | O=C(Nc1ccc(F)cc1)C1CCCCN1S(=O)(=O)c1cccs1 (centres undefined)
-4 | -14 | COc1cc2nc(Oc3ccccc3)nc(NC3CC3)c2cc1OC

Some of these compounds in order of formula weight, low to high.
ASK1 primary | ULK1 primary | Compound
-9 | -13 | CCCNC(=O)c1cccc(-c2c(C)nn(C)c2C)n1
-11 | -22 | COc1cc(NC(=O)c2cccc(-c3cccs3)c2)cc(OC)c1OC
5 | -12 | CC(C)n1cnc2c(NCCc3ccc(O)cc3)nc(-c3ccc(C(=O)NC4CC4)cc3)nc21
